Assay outcomes from PubChem.
iPSC survival up = enhancers of human iPSC single-cell survival. survival enhancement, % at 20 µM. hiPSC single-cell survival, ATPlite luminescence; 100% = ROCK inhibitor wells, 0% = DMSO. AID 602274. actives 0.044% (n = 360,000); in the data active = survival enhancement above about 18%;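 also: cells exposed to compounds for 16 hours before the ATP read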
HTR2A ag = agonists of mouse serotonin 5-HT2A receptor (HTR2A); CHO-K1 mHTR2A beta-arrestin complementation, luminescence; percent of 30 µM serotonin response; activation, % at 7.6 µM; actives 0.66% (n = 360,000); AID 624169;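 active = activation above a run cutoff, the mean activation of all tested compounds plus 3 SD, cut at about 14% in these data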;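 also: 0% = plate median of compound wells and 100% = 30 µM serotonin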
Target sequence (P35363 whole entry, looked up): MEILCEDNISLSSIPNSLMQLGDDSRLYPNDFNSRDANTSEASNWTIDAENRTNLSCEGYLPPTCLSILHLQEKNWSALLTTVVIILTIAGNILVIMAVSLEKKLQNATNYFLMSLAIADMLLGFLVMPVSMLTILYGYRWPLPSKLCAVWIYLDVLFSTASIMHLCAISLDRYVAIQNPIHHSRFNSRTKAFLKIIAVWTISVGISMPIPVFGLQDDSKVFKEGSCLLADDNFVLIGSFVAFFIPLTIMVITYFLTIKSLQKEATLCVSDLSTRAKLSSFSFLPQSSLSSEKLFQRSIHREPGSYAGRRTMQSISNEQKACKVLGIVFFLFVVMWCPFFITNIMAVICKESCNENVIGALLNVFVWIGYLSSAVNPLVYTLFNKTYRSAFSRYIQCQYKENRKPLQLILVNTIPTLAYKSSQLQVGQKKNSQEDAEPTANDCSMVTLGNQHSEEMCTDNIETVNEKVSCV
Cardio protect = protects H9c2 cardiomyocytes from peroxide injury. AID 588492. protection from H2O2 cell death, % at 20 µM. H2O2 injury protection, ATPLite, 2 h. actives 0.63% (n = 360,000);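 active = compounds giving at least 50% protection of heart cells from peroxide-induced death in the single-dose screen, raw or plate-pattern-corrected value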;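 also: 0% = DMSO wells with peroxide and 100% = DMSO wells without peroxide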
aDG glyco up = alpha-DG glycosylation activation; Pro5-aDG cells, alpha-DG glycosylation AlphaScreen (IIH6); 0% Pro5, 100% B10-LARGE cell signal; activation, % at 10 µM; actives 0.22% (n = 360,000);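 active = activation of at least 8% versus controls, or a plate z-score of at least 8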;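 also: Pro5 are CHO cells carrying HIG-tagged alpha-DG that lacks glycosylation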
N-glyco inh = N-linked glycosylation inhibition. D54 ERlucT glycosylation luciferase reporter, 24 h; percent of 100 nM tunicamycin response. reporter increase, % at 12.5 µM. actives 0.23% (n = 360,000);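 active = mean luciferase reporter signal, scaled so untreated is 0 and the glycosylation-blocking control 100, at or above a set limit in every replicate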;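 also: luciferase carries N-glycosylation sites so blocking glycosylation raises the light; 0% = median of neutral control wells and 100% = median of 100 nM tunicamycin wells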
MC4R antag cAMP = antagonists of human melanocortin 4 receptor (MC4R); MC4R-expressing cells, MTII-stimulated cAMP, LANCE TR-FRET; inhibition, % at 6.5 µM; actives 0.48% (n = 360,000);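 active = inhibition above its plate's cutoff, the mean of tested wells on that plate plus 3 SD, cut at about 29% in these data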;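 also: 0% = Melanotan II alone and 100% = Melanotan II plus saturating MCL0020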
Target sequence (P32245 whole entry, looked up): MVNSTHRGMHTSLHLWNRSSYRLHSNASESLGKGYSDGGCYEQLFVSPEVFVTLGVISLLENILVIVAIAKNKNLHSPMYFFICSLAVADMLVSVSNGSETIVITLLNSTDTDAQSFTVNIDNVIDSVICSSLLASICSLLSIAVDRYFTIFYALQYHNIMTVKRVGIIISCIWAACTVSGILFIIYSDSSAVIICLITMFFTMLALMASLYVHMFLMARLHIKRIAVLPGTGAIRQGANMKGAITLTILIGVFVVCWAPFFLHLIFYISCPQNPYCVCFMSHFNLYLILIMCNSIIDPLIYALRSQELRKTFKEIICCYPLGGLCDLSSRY
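Material: human MC4R-expressing U2OS cells. Probe or stimulus: Melanotan II challenge. Dosing: 6.5 µM single dose. Times: 30-min compound, 1-h challenge, 1-h detection, room temperature. Technique: TR-FRET with Eu-cAMP and labeled anti-cAMP, 671 nm. Replication: singlicate.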
ABHD5-PLIN5 inh = ABHD5-PLIN5 protein interaction inhibition | inhibition, % at 4 µM | Split G. princeps luciferase complementation, luminescence, 4 h | Q00G26+Q8WTS1 | AID 602281 | actives 0.78% (n = 360,000);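 active = inhibition above the mean inhibition across every tested compound plus 3 SD, cut at about 22% in these data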;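 also: 0% = DMSO only wells and the 100% control is not disclosed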
MC4R barr agon = human MC4R agonism via beta-arrestin | activation, % at 8.9 µM | actives 0.98% (n = 360,000) | U2OS MC4R beta-arrestin complementation, luminescence; percent of melanotan II response, DMSO zero | P32245;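 active = activation above a per-plate cutoff, the mean activation of sample wells on that plate plus 3 SD, cut at about 8% in these data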
ABCB6 inh 2 = inhibitors of human ABC transporter ABCB6. Q9NP58. K562-ABCB6 porphyrin accumulation, flow cytometry, 1 h; hits give low values. fluorescence ratio to DMSO, % at 10 µM. actives 0.19% (n = 360,000). AID 602162;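 active = fluorescence ratio to DMSO below 75%, the collection mean minus 3 SD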;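 also: signal is porphyrin accumulated inside mitochondria; 100% equals median channel fluorescence of DMSO control wells; lower ratio means ABCB6 inhibition with less porphyrin fluorescence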
Exocytosis inh = blocks lytic granule exocytosis; inhibition, % at 10 µM; TALL-104 LAMP-1 surface exposure, flow cytometry; cells stimulated with thapsigargin and PMA; AID 651702; actives 0.66% (n = 360,000);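 active = inhibition above about 55%, limit read from the data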
Starred values were filed as active, the others as inactive; . = no result given. Not a hit list; 4.5% or so of the library scored in one or more.

Structure,iPSC survival up,HTR2A ag,Cardio protect,aDG glyco up,N-glyco inh,MC4R antag cAMP,ABHD5-PLIN5 inh,MC4R barr agon,ABCB6 inh 2,Exocytosis inh
COc1ccc(-c2c(NC(=O)c3ccco3)n(C)c3ccccc3c2=O)cc1,-1.1,4.3,-1.1,0.0,2.5,-2.5,-0.3,0.2,92.0,-0.1
Cc1cccc(S(=O)(=O)NCCc2ccccc2)c1,1.7,1.4,2.0,-0.1,-0.2,-8.4,3.2,2.2,105.0,1.8
N#Cc1cnc(Nc2ccc(F)cc2)nc1N,-0.9,-0.9,0.1,0.1,-2.0,-1.9,0.2,2.2,97.0,-3.7
Cc1nnsc1C(=O)N1CCCC(N2CCN(c3ccc(F)cc3)CC2)C1 (stereo not drawn),0.0,0.3,-0.4,0.0,1.0,5.0,0.3,-3.9,94.0,-0.5
C=CCNC(=S)N/N=C/c1ccc(-c2ccc(OC)cc2)o1,0.2,5.0,6.9,0.6,-7.4,-1.7,-2.5,-1.0,94.0,0.4
NC(=O)Nc1ccc(C(=O)OCC(=O)NC2CCCc3ccccc32)cc1 (stereo not drawn),-1.1,-3.5,-4.1,0.2,1.2,4.3,4.7,-2.3,102.0,-0.1
Cc1ccc(S(=O)(=O)NNC(=O)Nc2cccc3ccccc23)cc1,-1.2,12.6,4.5,-0.1,5.1,16.1,4.2,-0.3,98.0,5.6
Cc1ccccc1NC(=O)CCCCC(=O)Nc1ccccc1C,-0.6,3.0,2.4,0.0,3.6,4.3,6.9,-1.0,96.0,-1.2
O=[N+]([O-])c1ccc(Sc2nccn2Cc2ccccc2)c([N+](=O)[O-])c1,-3.1,3.3,-6.8,0.3,7.9,-3.6,0.4,3.0,98.0,-3.1
Cc1cc(C(=O)COC(=O)CNS(=O)(=O)c2ccc3ccccc3c2)c(C)n1-c1ccccc1,-1.0,-2.8,-8.0,0.1,0.1,13.2,-2.6,-1.7,103.0,3.6
CCC(C)(C)n1nnnc1C(C(C)C)N(CCCO)Cc1cc2cc(C)ccc2[nH]c1=O (stereo not drawn),2.3,2.2,20.7,0.0,3.3,3.0,8.9,-1.2,98.0,1.2
CSc1ccc(/C=N/Nc2cccc(C(=O)O)c2)cc1,0.3,1.5,-9.0,0.0,-8.3,6.2,-3.3,-0.2,99.0,0.3
Cc1cc(C)n(Cc2ccc(C(=O)NN)o2)n1,1.6,-1.2,-5.5,-0.2,2.3,21.5,6.0,-0.1,94.0,-7.9
Cc1cccc(C)c1NC(=O)C(c1cccc(F)c1)N1CCN(C)CC1 (stereo not drawn),.,-4.4,.,-0.2,.,.,1.4,.,.,-8.1
O=C(CCn1ccc2cc(S(=O)(=O)N3CCCC3)ccc21)NCc1cccc(F)c1,0.0,-3.0,-3.4,-0.6,0.3,-3.3,14.0,-0.4,99.0,25.5
Cc1onc(-c2ccccc2)c1C(=O)NC1CC1,0.3,3.0,3.6,0.0,0.7,0.6,9.1,3.1,96.0,1.2
O=C(O)C1C2C=CC(O2)C1C(=O)Nc1ccc(S(=O)(=O)Nc2ccccc2)cc1 (stereo not drawn),3.7,-2.9,5.1,0.5,-2.3,1.6,-0.5,-3.1,96.0,101.6*
Clc1ccc(-c2csc(N/N=C\c3cccnc3)n2)cc1,-2.4,-3.1,-3.9,0.2,2.5,17.2,-8.6,11.3*,88.0,9.4
Cn1c(-[n+]2c(-c3ccccc3)cc(-c3ccccc3)cc2-c2ccccc2)nc2cc([N+](=O)[O-])ccc21,-0.6,0.9,5.4,-0.2,0.9,-3.9,-5.7,-2.1,88.0,-0.5
Brc1ccsc1/C=N/Nc1ccccc1,-0.3,-2.3,-2.1,-0.3,0.6,14.6,-6.5,1.5,99.0,11.7
Cc1nn(CC(=O)Nc2cc(S(=O)(=O)N(C)C)ccc2Cl)c(C)c1[N+](=O)[O-],0.3,-1.6,-7.2,0.6,-0.7,16.6,5.4,0.5,103.0,-2.4
CCn1nnnc1SCC(=O)c1ccc(C)cc1,-3.1,1.8,-2.9,0.1,-0.5,3.2,0.0,-2.1,98.0,-2.9
C=CCNC(=O)/C(=C/c1cccc([N+](=O)[O-])c1)NC(=O)c1ccccc1,-1.8,2.2,0.4,-0.2,1.4,6.2,0.6,-2.7,86.0,-0.2
O=c1cc(CN2CCN(Cc3ccccc3)CC2)c2ccc(O)c(O)c2o1,-0.1,-5.7,43.3,0.2,-4.0,13.8,1.8,2.3,101.0,6.5
COC(=O)c1sc(NC(=O)CSc2n[nH]c(N)n2)c(C(=O)OC)c1C,-0.6,1.2,7.9,0.1,7.4,7.2,0.7,-1.1,89.0,-2.8
O=[N+]([O-])c1ccc(Sc2cccc3cccnc23)cc1,0.0,10.4,-4.3,-0.1,-3.5,6.2,-3.8,-1.4,95.0,-5.3
CC(C)(C)NC(=O)C(c1ccc(F)cc1)N(Cc1ccco1)C(=O)Cn1nnc(-c2cccs2)n1 (stereo not drawn),-1.1,-3.3,-9.7,0.2,.,3.7,-6.0,6.0,93.0,12.9
O=C1CC(c2ccccc2)CC(O)=C1C=Nc1ccc(Cl)cc1 (stereo not drawn),2.5,1.2,4.2,0.5,3.9,2.9,-0.4,7.2,94.0,-5.8
O=C(CN1CCCCCC1=O)N1CCN(S(=O)(=O)c2cccs2)CC1,-1.6,-1.4,15.4,0.3,0.4,10.6,2.9,-4.2,106.0,-1.3
O=Nc1c(-c2ccccc2)[nH]n(-c2ccccc2)c1=O,-0.1,3.0,-4.0,0.0,0.6,17.3,-29.1,-1.0,108.0,-1.9
COc1cc2[nH]c(=O)n(CCCCCC(=O)NCCc3c[nH]c4ccccc34)c(=O)c2cc1OC,5.8,-2.3,10.6,0.0,-1.9,1.4,-6.0,0.4,94.0,-0.8
CC(=O)Nc1ccc(C(=O)N2CCCCC2c2cc(C(=O)NCc3cccnc3)no2)cc1 (stereo not drawn),0.9,5.2,7.2,0.5,1.8,-0.6,-10.6,-0.7,100.0,-3.9
Cn1c(=O)c2c(nc(N/N=C/c3ccncc3)n2Cc2ccccc2)n(C)c1=O,0.2,5.3,4.7,0.2,6.2,-8.3,8.0,-1.3,99.0,9.9
CCOC(=O)NNc1cc(C(F)(F)F)ccn1,-0.6,-4.7,5.2,0.2,0.7,-0.1,1.7,-1.2,100.0,8.8
NC(=O)CN1CCN(S(=O)(=O)c2ccc(Br)cc2)CC1,0.5,5.0,4.9,-0.1,-0.6,2.9,-3.1,0.8,99.0,-1.8
COc1ccc(C=NNC(=S)Nc2ccc(F)cc2)cc1OC,-0.4,1.9,-8.1,0.6,-7.8,-0.8,0.0,0.7,101.0,-6.5
CC(C)(C)c1ccc(C(=O)NC(=S)NCc2ccco2)cc1,-0.4,-3.8,-11.0,0.0,-9.1,14.0,-10.4,-2.5,94.0,-3.6
CCc1ccc2c(CC(=O)NNC(=O)c3ccncc3)coc2c1,0.5,4.4,2.8,-0.2,2.2,2.4,7.3,-1.1,95.0,3.9
O=C(N1CCN(c2ncccn2)CC1)C12CC3CC(CC(C3)C1)C2,0.9,-2.6,1.2,0.0,-1.8,2.7,-5.0,1.0,96.0,1.9
CCN1CCN(c2ncnc3c2cnn3-c2ccc(C)cc2C)CC1,-0.4,1.3,12.1,-0.1,-0.5,-2.7,-1.0,-0.7,102.0,0.6
Cc1cc(C)c(NC(=O)c2cccc3c2C(=O)N(C2CCCCC2)C3)c(C)c1,0.0,8.6,-10.4,0.1,-5.4,-0.3,0.0,-0.3,95.0,3.5
Cc1onc(-c2ccccc2)c1CNS(=O)(=O)c1cccc(Cl)c1,-0.5,-8.2,2.2,0.1,-2.1,1.0,-11.7,-1.7,103.0,-3.9
O=C(Nc1ccccc1)Nc1ccccc1C(=O)NCc1ccccc1,-2.6,-6.8,-8.8,0.7,11.3,-4.1,1.7,-2.4,98.0,-0.9
COCCNC(=O)/C(C#N)=C/c1cc(Br)c(O)c(OC)c1,-0.1,-3.1,2.1,-0.1,3.1,-18.2,1.9,-2.1,96.0,-1.8
CCOC(=O)CN1C(c2ccccc2O)Nc2ccc(Br)cc2C1c1ccccc1 (stereo not drawn),-0.1,5.7,-2.7,0.0,-2.3,12.3,3.0,-0.9,89.0,-3.5
CCN(CC)S(=O)(=O)c1ccc(N2CCOCC2)c(NC(=O)COc2ccc(C#N)cc2)c1,-0.1,0.6,2.4,-0.1,-2.3,5.1,2.3,-0.5,98.0,39.1
CCOc1ccc(NC(=O)CCC(=O)c2ccc(-c3ccccc3)cc2)cc1,-2.0,2.5,-0.2,0.3,1.0,20.2,-2.8,1.9,103.0,-7.5
O=C(O)c1cnccn1,2.1,1.4,1.4,-0.2,1.8,11.9,-10.0,0.4,97.0,-1.1
O=C(CSc1nc(-c2cccs2)cc(C(F)(F)F)n1)Nc1cc(OCC(F)(F)F)cc([N+](=O)[O-])c1,-1.4,-2.2,-8.4,2.7,-8.5,11.3,-2.8,5.9,97.0,-2.9
O=C(CN(C(=O)c1csnn1)c1ccc(F)c(Cl)c1)NC1CCCCC1,0.1,-0.3,-3.1,0.0,0.8,1.8,-3.6,0.2,95.0,-16.9
O=C(c1ccccc1Sc1ccccc1[N+](=O)[O-])N1CCCCC1,-0.8,1.4,-0.7,-0.2,0.2,3.6,4.3,-0.8,98.0,5.7
CCCCN(C=O)c1c(CC)nc2ccc(C(=O)N(CC)CCN(C)C)cn12,0.7,2.9,6.3,0.0,2.7,-1.2,7.7,-0.3,92.0,-0.5
CCCC(CCC)=NNc1ccc(S(=O)(=O)Nc2ccccc2OC)cc1[N+](=O)[O-],0.1,0.3,-12.8,-0.2,0.2,-4.7,4.8,-3.3,99.0,2.0
CNC(=O)C(C)NS(=O)(=O)c1ccc(F)cc1 (stereo not drawn),-0.2,1.1,0.4,-0.1,1.7,-4.2,-2.0,-1.6,96.0,-2.3
Cc1cccc(C(=O)N2CCN(c3ccc([N+](=O)[O-])c(N4CCOCC4)c3)CC2)c1,2.6,0.8,-0.2,0.8,1.8,0.3,7.1,2.2,98.0,-1.1
CCOC(=O)CCCCCN1C(=O)c2cccc3cccc(c23)C1=O,-0.7,-1.8,2.7,0.1,0.7,1.2,0.2,0.3,102.0,2.9

Full records as entered above:
Cc1cccc(C(=O)N2CCN(c3ccc([N+](=O)[O-])c(N4CCOCC4)c3)CC2)c1 reads iPSC survival up = 2.6; HTR2A ag = 0.8; Cardio protect = -0.2; aDG glyco up = 0.8; N-glyco inh = 1.8; MC4R antag cAMP = 0.3; ABHD5-PLIN5 inh = 7.1; MC4R barr agon = 2.2; ABCB6 inh 2 = 98.0; Exocytosis inh = -1.1
CCc1ccc2c(CC(=O)NNC(=O)c3ccncc3)coc2c1 reads iPSC survival up = 0.5; HTR2A ag = 4.4; Cardio protect = 2.8; aDG glyco up = -0.2; N-glyco inh = 2.2; MC4R antag cAMP = 2.4; ABHD5-PLIN5 inh = 7.3; MC4R barr agon = -1.1; ABCB6 inh 2 = 95.0; Exocytosis inh = 3.9
